# Screening data from PubChem BioAssay.
# CHRM5 agonist = human M5 muscarinic receptor agonists, primary screen, CHO-K1 cells, Fluo-8 calcium fluorescence; Muscarinic acetylcholine receptor M5 (Homo sapiens), P08912; CHO-K1 hM5 cells; 0% DMSO wells, 100% maximal acetylcholine response; activation, % at 3 µM; 0.19% of 360,000 active;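 active means activation above the run's mean over test compounds plus 3 SD, cut at about 23% in these data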;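 further: signal is peak over basal fluorescence ratio across the kinetic read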
# Target sequence (P08912 whole entry, looked up): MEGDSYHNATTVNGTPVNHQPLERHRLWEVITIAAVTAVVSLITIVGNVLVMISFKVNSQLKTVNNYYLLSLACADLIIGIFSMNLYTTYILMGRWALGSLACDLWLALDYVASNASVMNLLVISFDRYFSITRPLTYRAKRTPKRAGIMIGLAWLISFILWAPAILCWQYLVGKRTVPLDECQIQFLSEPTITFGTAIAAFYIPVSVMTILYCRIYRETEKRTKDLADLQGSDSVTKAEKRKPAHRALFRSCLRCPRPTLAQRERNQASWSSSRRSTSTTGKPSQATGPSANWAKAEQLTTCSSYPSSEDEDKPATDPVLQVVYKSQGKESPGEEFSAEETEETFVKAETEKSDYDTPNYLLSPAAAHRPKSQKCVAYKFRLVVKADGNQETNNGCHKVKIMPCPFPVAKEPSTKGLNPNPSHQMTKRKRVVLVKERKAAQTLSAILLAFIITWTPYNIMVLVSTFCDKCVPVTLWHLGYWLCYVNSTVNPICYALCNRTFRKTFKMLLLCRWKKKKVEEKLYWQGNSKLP
# M4 antag = human M4 muscarinic receptor antagonists, primary screen, CHO cells, Fluo-8 calcium fluorescence | CHO-hM4 cells, ACh EC80 | 0.73% of 360,000 active | inhibition, % at 3 µM;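 active means inhibition above its plate's cutoff, the mean inhibition of sample wells plus 3 SD, cut at about 27% in these data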;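 further: 0% = acetylcholine EC80 with DMSO and 100% = DMSO without agonist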
# Target sequence (P08173 whole entry, looked up): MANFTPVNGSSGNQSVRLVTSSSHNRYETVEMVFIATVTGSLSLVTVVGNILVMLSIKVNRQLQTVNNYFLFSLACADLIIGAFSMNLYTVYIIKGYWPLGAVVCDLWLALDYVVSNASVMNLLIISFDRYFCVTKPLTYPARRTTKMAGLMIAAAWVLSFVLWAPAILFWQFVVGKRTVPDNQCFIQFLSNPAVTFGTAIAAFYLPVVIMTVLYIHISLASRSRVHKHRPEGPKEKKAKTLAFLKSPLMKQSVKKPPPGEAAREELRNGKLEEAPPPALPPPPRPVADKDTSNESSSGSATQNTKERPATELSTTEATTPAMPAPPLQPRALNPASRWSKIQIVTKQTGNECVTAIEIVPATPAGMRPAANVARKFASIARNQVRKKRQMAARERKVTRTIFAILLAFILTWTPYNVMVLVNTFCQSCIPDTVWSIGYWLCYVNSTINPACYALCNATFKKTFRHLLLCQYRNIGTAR
# M5 PAM = human M5 muscarinic receptor positive allosteric modulators, primary screen, CHO-K1 cells, Fluo-8 calcium fluorescence; Muscarinic acetylcholine receptor M5 (Homo sapiens), P08912; CHO-K1 hM5, ACh EC20 PAM; 0% = ACh EC20, 100% = ACh EC100; activation, % at 3 µM; 0.3% of 360,000 active;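 active means activation above the run cutoff, the mean activation of all test compounds plus 3 SD, cut at about 18% in these data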
#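 Probe or stimulus: acetylcholine, EC20 level; Assay system: human M5 receptor in CHO-K1 cells; Schedule: compound preincubation 140 s before EC20 acetylcholine addition; Technique: intracellular calcium via Fluo-8 fluorescence; Dosing: single-point, 3 µM nominal; Read-out basis: percent activation from peak-over-basal fluorescence ratio, scaled EC20-to-EC100 acetylcholine; Repeats: one well per compound, no replicates.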
# M1 PAM = human M1 muscarinic receptor positive allosteric modulators, primary screen, CHO-K1 cells, Fluo-8 calcium fluorescence, 1536-well | 0.088% of 360,000 active | CHO-K1 hM1, ACh EC20; 0% = ACh EC20, 100% = maximal ACh | activation, % at 3 µM; in the data active means activation above about 19%, passing the limit was not always enough
# CRFR2-BP ag = agonists of CRF-BP/CRF-R2 complex, primary screen, cell-based, HEK293, calcium dye fluorescence, uHTS | calcium dye fluorescence (FLIPR); percent of saturating CRF peptide response | AID 588473, 2011 | activation, % at 13.2 µM | 0.46% of 350,000 active | CRF-binding protein / CRF receptor 2 complex (human);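 active means activation of at least 50%, plus an integration ratio under a set limit after plate pattern correction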;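 further: plate controls were neutral control wells without compound for no effect and CRF at EC100 for full effect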
# M5 antag = human M5 muscarinic receptor antagonists, primary screen, CHO cells, Fluo-8 calcium fluorescence. CHO-hM5 cells, ACh EC80. 0.59% of 360,000 active. Muscarinic acetylcholine receptor M5 (Homo sapiens), P08912. inhibition, % at 3 µM;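 active means inhibition above a per-plate cutoff, the mean of that plate's test compounds plus 3 SD, cut at about 27% in these data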;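 further: 0% = acetylcholine EC80 with DMSO and 100% = DMSO without agonist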
# M4 ag = human M4 muscarinic receptor agonists, primary screen, CHO-K1 cells, Fluo-8 calcium fluorescence | CHO-K1 hM4/Gqi5; vehicle 0%, full acetylcholine response 100% | activation, % at 3 µM | 0.14% of 360,000 active | AID 624127, 2012;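 active means activation above the run mean over all test wells plus 3 SD, cut at about 32% in these data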;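 further: peak over basal fluorescence ratio per well then scaled between controls; 0% = DMSO wells and 100% = acetylcholine at EC100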
# CRFR2-BP antag = antagonists of CRF-BP/CRF-R2 complex, primary screen, cell-based, HEK293, calcium dye fluorescence, uHTS. CRF-induced calcium fluorescence. inhibition, % at 11.8 µM. 0.59% of 350,000 active. AID 588475, 2011;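 active means inhibition of the ligand-induced calcium signal above about 50% at the single tested concentration, limit read from the data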
# M4 PAM = human M4 muscarinic receptor positive allosteric modulators, primary screen, CHO-K1 cells, Fluo-8 calcium fluorescence. 0.4% of 360,000 active. Muscarinic acetylcholine receptor M4 (Homo sapiens), P08173. CHO-K1 hM4/Gqi5, ACh EC20; 0% = ACh EC20, 100% = maximal ACh. activation, % at 3 µM. AID 624126, 2012;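 active means activation above its plate's cutoff, the mean activation of sample wells plus 3 SD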; further: some results filed as inactive read as strong as hits
# Starred values were filed as active, the others as inactive; x = not tested or not shown. This is a random part of the collection. About 2.6% of those tested had a hit in this group.
SMILES,CHRM5 agonist,M4 antag,M5 PAM,M1 PAM,CRFR2-BP ag,M5 antag,M4 ag,CRFR2-BP antag,M4 PAM
O=C(Cc1ccccc1)N/N=C/c1ccccn1,1,6,6,8,-0.1,-8,0,11,13
CCOc1ccc(NC(=S)NC(C)CCc2ccccc2)cc1 (stereo not drawn),-2,2,-11,0,-1.5,14,2,8,6
Cc1c(C(N)=O)c(-c2ccccc2)nn1-c1ccccc1,0,-1,-7,13,-0.9,17,0,12,20
Cc1cccc(N2CCN(C(=O)CNC(=O)C3CCCCC3)CC2)c1C,1,-8,-8,9,7.8,11,7,-12,8
CCOC(=O)c1ccc(NC(=S)NNC(=O)COC)cc1,0,13,0,7,-1.0,0,-1,-1,-2
Cc1cc(NS(=O)(=O)c2cc(Cl)sc2Cl)no1,-5,-2,1,11,0.7,3,1,9,2
O=C(CCSc1nnnn1-c1ccccc1)N1CCOCC1,-5,-5,-5,3,-0.2,3,1,6,-4
Cc1[nH]c2ccccc2c1C(=O)CSc1cccc[n+]1[O-],-1,0,14,17,2.7,-1,1,-1,13
COc1ccc(C2=Nn3c(nnc3-c3ccncc3)SC2)cc1OC,8,3,-5,2,1.8,5,3,-21,-7
O=C1CCCc2[nH]c(-c3ccccc3)nc21,-4,-9,2,7,-1.1,2,0,-6,-2
COc1ccc(-c2ccc(C(=O)Nc3ccc(OC)nc3)c3occc23)c(C)c1,0,-5,-5,-13,x,11,3,x,-3
N#C/C(=C\c1ccc(F)cc1)c1nc(-c2ccco2)cs1,0,1,0,2,3.6,-12,0,-9,-4
COc1ccccc1OCCCOc1ccc(C)cc1Br,-4,7,3,2,-1.2,-8,-1,-8,0
COc1ccc(N2CCN(c3oc(-c4ccccc4OC)nc3C#N)CC2)cc1,-1,7,-4,-6,-1.8,4,7,11,-4
O=C(Nc1nnc([C@@H]2C[C@H](O)[C@@H](CO)O2)s1)c1cccc(OC(F)(F)F)c1,0,5,0,10,x,-3,1,x,-1

# In another format: entries from further up
canonical_smiles	CHRM5 agonist	M4 antag	M5 PAM	M1 PAM	CRFR2-BP ag	M5 antag	M4 ag	CRFR2-BP antag	M4 PAM
COc1ccc(C2=Nn3c(nnc3-c3ccncc3)SC2)cc1OC	8	3	-5	2	1.8	5	3	-21	-7
O=C(CCSc1nnnn1-c1ccccc1)N1CCOCC1	-5	-5	-5	3	-0.2	3	1	6	-4
CCOc1ccc(NC(=S)NC(C)CCc2ccccc2)cc1 (stereo not drawn)	-2	2	-11	0	-1.5	14	2	8	6
Cc1cc(NS(=O)(=O)c2cc(Cl)sc2Cl)no1	-5	-2	1	11	0.7	3	1	9	2

# Next records follow.
SMILES,CHRM5 agonist,M4 antag,M5 PAM,M1 PAM,CRFR2-BP ag,M5 antag,M4 ag,CRFR2-BP antag,M4 PAM
COc1ccc(CCNC(=O)COC(=O)C23CC4CC(CC(C4)C2)C3)cc1,-2,-3,-2,1,-2.2,-1,0,2,11
CCN(CC)CCN(C(=O)c1ccc2ccccc2c1)c1nc2cc3c(cc2s1)OCO3,-7,-5,17,7,0.6,-20,-1,-1,10
CC(=O)Nc1ccc2nc(NC(=O)C(Cl)(Cl)Cl)sc2c1,0,5,1,15,-0.2,-3,1,7,-2
C=CCON1C(=O)c2ccccc2C1=O,-2,5,-2,8,0.6,-3,1,12,0
CCOC(=O)[C@]12CCC=C1N(Cc1ccc(Cl)cc1Cl)C(=O)[C@H](CC(=O)NCC1CCCCC1)C2,-3,0,-2,x,x,-2,-1,x,-1
O=C(N1CCOCC1)N(Cc1ccccc1)c1ccccn1,-4,-10,-1,4,-0.3,7,1,5,4
Cn1c(=O)[nH]c(=O)c2c1nc(N1CCCCCC1)n2CCSc1nc2ccccc2[nH]1,3,-2,0,0,1.9,-1,5,-10,-5
CCc1c(C)sc(NC(=O)c2ccco2)c1C#N,-2,1,-2,19,4.6,1,3,-17,12
CCCc1nc2ccc(NC(=O)NCCC(=O)OCC)cc2c(=O)n1Cc1cccc(Cl)c1,3,8,-1,-4,-0.2,2,1,7,3
O=C(Nc1ccc(F)cc1)Nc1ccccc1F,0,-5,-10,2,-1.7,9,7,-30,2
COc1ccc2[nH]c(=O)c(CN(C(=O)c3ccccn3)c3ccccc3)cc2c1,-3,-5,-1,5,-1.0,-1,1,-5,10
C=CCSc1nc(C)c2cc(C)cc(C)c2n1,-4,-8,0,3,2.8,-5,0,-11,5
Cc1cccc(CN2CCSc3sccc3C2=O)c1,-5,2,5,-3,-0.4,6,-1,-2,-8
Cc1ccccc1C(=O)OCc1nnc(-c2ccc(Cl)cc2)o1,-4,4,1,8,-1.0,5,0,-2,2
O=C(/C=C/c1cccs1)c1ccc(NC(=O)c2cccc(Br)c2)cc1,2,9,-9,-1,2.3,9,3,-27,-9

# Sorted by heavy-atom count (ascending): part of the list above
SMILES,CHRM5 agonist,M4 antag,M5 PAM,M1 PAM,CRFR2-BP ag,M5 antag,M4 ag,CRFR2-BP antag,M4 PAM
C=CCON1C(=O)c2ccccc2C1=O,-2,5,-2,8,0.6,-3,1,12,0
CCc1c(C)sc(NC(=O)c2ccco2)c1C#N,-2,1,-2,19,4.6,1,3,-17,12
O=C(N1CCOCC1)N(Cc1ccccc1)c1ccccn1,-4,-10,-1,4,-0.3,7,1,5,4

# Two of these compounds in a different format.
CHRM5 agonist	M4 antag	M5 PAM	M1 PAM	CRFR2-BP ag	M5 antag	M4 ag	CRFR2-BP antag	M4 PAM	SMILES
-4	4	1	8	-1.0	5	0	-2	2	Cc1ccccc1C(=O)OCc1nnc(-c2ccc(Cl)cc2)o1
3	8	-1	-4	-0.2	2	1	7	3	CCCc1nc2ccc(NC(=O)NCCC(=O)OCC)cc2c(=O)n1Cc1cccc(Cl)c1

# The list goes on:
SMILES,CHRM5 agonist,M4 antag,M5 PAM,M1 PAM,CRFR2-BP ag,M5 antag,M4 ag,CRFR2-BP antag,M4 PAM
O=C(NCC1CCCO1)C1CCN(c2ccc(S(=O)(=O)N3CCCC3)cc2)CC1 (stereo not drawn),-1,6,6,-2,1.9,3,2,-11,12
CC(C)(C)c1cc(=O)n2c(nc3ccccc32)[nH]1,-1,-3,-2,-1,-1.8,7,2,18,28
O=C(NCC(c1cccs1)N1CCOCC1)c1ccccc1NS(=O)(=O)c1ccc(Br)cc1 (stereo not drawn),-4,-7,-19,-5,-1.9,12,13,40,-15
CN=C1SC(CC(=O)Nc2ccc(N3CCOCC3)cc2)C(=O)N1C (stereo not drawn),2,8,-2,6,-0.9,2,2,5,-4
Cc1cc(NC(=O)COC(=O)c2ccc(NS(=O)(=O)c3ccc(C)c(C)c3)cc2)no1,11,7,-1,9,-0.6,3,9,1,-2
COc1ccc(C(=O)Nc2ccc(NC(C)=O)cc2)cc1S(=O)(=O)N1CCCC1,0,11,0,8,0.8,22,0,1,4
COc1ccc2c(C)c(CC(=O)N3CCN(C(=O)C4COc5ccccc5O4)CC3)c(=O)oc2c1C (stereo not drawn),-1,-14,-3,-4,0.4,-1,5,-11,2
Cc1onc(-c2c(F)cccc2Cl)c1C(=O)OCC(=O)N1C(C)CCCC1C (stereo not drawn),3,-4,2,-3,1.2,5,0,-8,6
O=C(C(c1ccccc1)c1ccccc1)N1CCC(c2nc(-c3ccccc3Cl)no2)CC1,-8,-1,-7,1,4.5,-2,0,23,-2
CCOC(=O)C1=CCN(S(=O)(=O)c2ccccc2Br)C1c1cccc(C)c1 (stereo not drawn),-6,-5,-10,-8,x,-2,-1,x,-7
O=C(N/C=N/O)C(c1ccccc1)c1ncc(C(F)(F)F)cc1Cl (stereo not drawn),-5,8,-1,0,-0.5,2,0,-13,0
CC1(C(=O)NS(=O)(=O)c2cccs2)CCN1C(=O)c1ccccc1 (stereo not drawn),0,1,1,6,x,2,0,x,1
Cc1ccc(OCC(O)CN2CCN(c3ccccn3)CC2)c(C)c1 (stereo not drawn),-6,0,0,7,-2.4,6,1,-22,6
Cc1ccc2c(c1)N(C(=O)CCC(=O)NC1CCCCCC1)CCO2,1,-5,-5,-1,-1.0,4,2,-62,0
Cc1cc(=O)oc2cc(Oc3ncccn3)ccc12,3,-5,4,13,0.8,-6,1,-13,-2
CC(CNS(=O)(=O)c1ccccc1)Sc1nncn1C (stereo not drawn),1,-3,11,8,-0.6,-5,2,-2,10
CON(C)S(=O)(=O)c1cccc(C(=O)Nc2cccc(S(=O)(=O)NC3=NCCCCC3)c2)c1,-2,3,-5,-2,0.5,12,10,0,-9
C#CCOCCOCCOCCNc1nc(N2CCN(C(=O)CCCCCCCCCCNC(=O)[C@@H](CCSC)n3cc(CCO)nn3)CC2)nc(N2CCN(C(=O)CCCCCCCCCCNC(=O)[C@H](CCSC)n3cc(CCO)nn3)CC2)n1,-2,-4,-4,5,13,12,2,1,6
O=C(NCCCN1CCOCC1)c1ccc2c(c1)N(Cc1cccc(Cl)c1)C(=O)c1ccccc1S2=O (stereo not drawn),-9,4,-1,-7,0.0,2,4,-18,1
CCC(C)(C)NC(=O)c1cc(OC)c(OC)cc1[N+](=O)[O-],-2,-4,-3,8,4.1,-1,0,-11,0
C=CCOc1ccc(/C=C/C(=O)N2CCCN(S(=O)(=O)c3c(C)noc3C)CC2)cc1,-2,-3,0,-5,-1.5,7,6,13,-3
CN(C)C(=O)c1cn(-c2ccccc2)nc1-c1cc2ccccc2oc1=O,2,7,2,3,-0.9,-15,3,9,-6
CCN1C(=O)Cc2cc(S(=O)(=O)N3CCOCC3)ccc21,-9,-9,-9,4,-1.1,-4,1,15,3
COc1ccc(N2CCN(c3nc4ccccc4nc3NS(=O)(=O)c3ccccc3)CC2)cc1,2,5,-2,6,-0.7,-1,1,1,12
COc1ccccc1NC1=NC2(CCCC2)N=C(N)N1,-9,-5,2,-3,1.4,-14,0,-20,0
N#Cc1ccccc1NC(=O)c1ccccc1OCC(=O)NCc1ccco1,1,-6,3,6,1.7,-8,6,-26,6
O=C(CCC1CCCCC1)NCc1cccnc1,-3,0,-1,3,-0.2,-1,0,6,-3
